Screening results (PubChem BioAssay)
FUS suppressor: rescues growth of FUS-expressing yeast; S. cerevisiae FUS-expressing, growth rescue, OD600, 24 h; Potency, µM (top dose mostly 76.6 µM), without a hit: at the highest dose growth rescue (activation), actives largely listed as activators; actives 0.24% (n = 390,000); AID 1347120;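 further: potency means the concentration at half of the fitted maximal effect; plate controls were DMSO vehicle for no effect and reference control for full effect; nearly all actives have a fitted effect of over 55% in size; some results filed as inactive show a strong effect at the top dose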
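Cultures pregrown in 2.5% raffinose medium are shifted to minimal medium containing 2% galactose to express toxic FUS. Compounds are tested at several concentrations. After 24hr at 30C, growth is quantified at 600 nm absorbance.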
EPAC2 antagonist: antagonists of human EPAC2; Q8WZA2; EPAC2 GEF exchange of Rap1B-BODIPY-GDP, fluorescence; Potency, µM (series often up to 114 µM), for inactives: at the highest dose activity, negative = inhibition, hits mostly inhibitors; actives 0.18% (n = 360,000); AID 720708; further: potency means the concentration at half of the fitted maximal effect; on the % scale 0 is the no-effect control and ±100 the full control effect; nearly all actives have a fitted effect of over 45% in size; many of its hits are not listed in these tables
Target sequence (Q8WZA2 whole entry, looked up): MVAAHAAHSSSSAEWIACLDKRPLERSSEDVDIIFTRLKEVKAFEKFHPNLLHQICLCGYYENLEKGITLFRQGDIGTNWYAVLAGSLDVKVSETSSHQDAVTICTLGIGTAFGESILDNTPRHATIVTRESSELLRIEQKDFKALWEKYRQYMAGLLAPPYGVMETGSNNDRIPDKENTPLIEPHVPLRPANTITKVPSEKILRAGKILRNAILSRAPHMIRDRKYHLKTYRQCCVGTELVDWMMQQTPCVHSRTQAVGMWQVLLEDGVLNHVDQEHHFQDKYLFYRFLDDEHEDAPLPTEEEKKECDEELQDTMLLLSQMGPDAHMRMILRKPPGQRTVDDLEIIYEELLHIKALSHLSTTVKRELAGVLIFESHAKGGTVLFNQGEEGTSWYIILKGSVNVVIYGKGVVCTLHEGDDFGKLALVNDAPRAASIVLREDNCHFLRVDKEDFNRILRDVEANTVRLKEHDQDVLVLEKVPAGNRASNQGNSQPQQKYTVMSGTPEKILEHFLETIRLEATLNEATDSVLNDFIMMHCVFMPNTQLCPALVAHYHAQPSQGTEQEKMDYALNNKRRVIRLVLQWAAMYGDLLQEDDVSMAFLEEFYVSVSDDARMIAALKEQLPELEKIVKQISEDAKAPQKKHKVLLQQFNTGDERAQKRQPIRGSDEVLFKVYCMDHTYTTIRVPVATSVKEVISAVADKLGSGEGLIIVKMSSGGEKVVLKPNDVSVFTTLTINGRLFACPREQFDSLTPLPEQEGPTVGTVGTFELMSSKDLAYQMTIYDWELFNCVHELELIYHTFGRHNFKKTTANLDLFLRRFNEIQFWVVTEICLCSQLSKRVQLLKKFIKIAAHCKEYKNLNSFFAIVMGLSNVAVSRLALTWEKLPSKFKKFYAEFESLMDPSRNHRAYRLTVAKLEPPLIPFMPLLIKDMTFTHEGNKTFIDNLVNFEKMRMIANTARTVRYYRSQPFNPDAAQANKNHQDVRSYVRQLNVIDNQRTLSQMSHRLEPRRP
D3 ag: agonists of human D3 dopamine receptor | P35462 | D3R DiscoveRx beta-arrestin cells, luminescence, 90 min | max activation, % | actives 0.58% (n = 410,000); in the data active means max activation above about 30%; further: 0% is about no effect; mostly tested at two doses, the higher about 12 µM
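Agonist-mode cell screen: cells plated at 1500/well and incubated overnight at 37 °C, then exposed to library compounds for 90 min at 37 °C. Detection reagent was added for 30–60 min at room temperature, and luminescence was read.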
aSyn yeast inh: alpha-synuclein toxicity inhibition in yeast; Potency, µM (highest dose often 46.1 µM), for the others: top-dose growth rescue (activation), actives largely listed as activators; actives 0.14% (n = 370,000); Yeast expressing alpha-synuclein, growth rescue, BacTiter-Glo, 24 h; AID 652106; further: potency means the concentration at half of the fitted maximal effect; % of control where 0% means no effect; nearly all actives have a fitted effect of over 65% in size
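Rescue of yeast growth: cells expressing toxic alpha-synuclein, induced in galactose at OD600 0.02, incubated with compound 24 h at 30 C. ATP luminescence quantified growth; inhibitors of toxicity appear as activators.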
Abeta yeast res: A-beta toxicity reversal in yeast | AID 1347071 | Potency, µM (titrated, usually from 46.1 µM), inactives show at the highest dose growth rescue, actives largely listed as activators | actives 0.063% (n = 410,000) | yeast expressing A-beta42, growth rescue, OD600, 48 h; response scale: 0% DMSO, 100% iron-clioquinol control; further: potency means the concentration at half of the fitted maximal effect; nearly all actives have a fitted effect of over 55% in size
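Yeast A-beta toxicity model in growth medium with pinned compounds, 48 h at 30 C; growth read as absorbance at 600 nm. Normalized to FeCl3/clioquinol equimolar mix (positive) and DMSO (negative).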
TDP43 rescue: TDP-43 toxicity inhibition in yeast | TDP-43 expressing yeast growth rescue, BacTiter-Glo, 24 h | Potency, µM (titrated, usually from 46.1 µM), for inactives: top-dose growth rescue (activation), hits mostly activators | actives 1.8% (n = 410,000); further: potency means the concentration at half of the fitted maximal effect; % of control where 0% means no effect; nearly all actives have a fitted effect of over 50% in size
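Cell-based yeast growth screen: TDP-43 expression induced in galactose, inoculum OD600=0.02 after raffinose pregrowth to mid-log. Read-out BacTiter-Glo luminescence at 24 hr, 30 deg C; inhibition of toxicity seen as signal increase.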
EPAC2 ag: agonists of human EPAC2 (RAPGEF4). Q8WZA2. EPAC2 activation, biochemical qHTS; response scale: 100% = 6.5 mM cAMP response. Potency, µM (top dose mostly 154 µM), for the others: top-dose activation, hits mostly activators. actives 0.079% (n = 360,000). AID 720711; further: potency means the concentration at half of the fitted maximal effect; nearly all actives have a fitted effect of over 50% in size
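Setup: EPAC2 100 nM, labeled Rap1B complex 250 nM, free GDP 50 uM. Compound titrations pinned in, brief spin, 5 min room temperature incubation. Kinetic fluorescence read over 30 min, normalized to 6.5 mM cAMP.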
DRD3 antagonist: antagonists of human D3 dopamine receptor; P35462; D3R cells, DiscoveRx beta-arrestin luminescence, antagonist mode; active compounds read low; max response, negative = inhibition, %; actives 2.5% (n = 360,000); AID 652054; in the data active means max response below about -50%; inconclusive means no clear call, values can overlap the other calls; further: on the % scale 0 is the no-effect control and ±100 the full control effect; mostly tested at two doses, the higher about 12 µM
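Cells plated overnight at 1500 cells/well, then exposed to library compounds with dopamine controls for 90 minutes at 37 degrees C. DiscoveRx reagent added for 30–60 minutes at room temperature; luminescence read, quantitative HTS format.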
Starred values were filed as active, the others as inactive; ? = inconclusive; nt = not tested or not shown; & = joins results of further samples; [ ] = remark or other dose. Unless noted, the call rests on the fitted dose curve; in most records, active means well fitted curve in the direction sought with a large enough effect; inconclusive means small, poorly fitted or top-dose-only effect, or another doubt; inactive means no such curve, though single readings can be large; an effect the other way counts as inactive or inconclusive. The list is partial; the hit share may differ from the screen's.

SMILES	FUS suppressor	EPAC2 antagonist	D3 ag	aSyn yeast inh	Abeta yeast res	TDP43 rescue	EPAC2 ag	DRD3 antagonist
CC(Sc1nc2ccccc2s1)C(=O)c1c(N)n(C)c(=O)n(C)c1=O (stereo unspecified)	-39.3%	19.4%	-1.8	-8.1%	-0.3%	8.5%	8.1%	9.8
Cc1cc(NC(=O)CCc2nc3cccnc3n2Cc2cccs2)ccc1Br	3.9%	nt	6.6	nt	21.4%	?	nt	nt
CCOc1cc(N2CCOCC2)c(OCC)cc1NC(=O)COC(=O)c1cc(C)cc(C)c1	8.4%	-4.5%	-0.4	14.5%	-0.2%	9.7%	3.1%	-1.2
Cn1c(SCC(=O)N2CCCCCC2)nc2c(c1=O)SCC2	31.2%	-0.7%	-0.9	-4.2%	-4.2%	-10.6%	0.9%	0.9
Cc1cc(C)c2cc(CN(CCO)Cc3nnnn3Cc3ccc(F)cc3)c(=O)[nH]c2c1	nt	8.4%	1.9	3.5%	2.6%	15.7%	-1.7%	-7.1
O=C(Nc1ccnn1C1CCN(C(=O)c2ccccc2C(F)(F)F)CC1)C1CC1	nt	6.6%	-11.7	2.9%	-18.0%	-5.6%	6.7%	-14.9
CCOc1ccc(NC(=O)COc2ccc(OC)cc2)cc1	-27.6%	1.6%[57.1 µM]	3.4	-1.1%	10.2%	13.7%	4.3%	2.3
O=C(O)CSCC(=O)Nc1ccc(S(=O)(=O)N2CCCCC2)cc1	11.5%	5.7%	-3.6	4.8%	-5.0%	-1.8%	0.2%	5.3
CCOC(=O)c1c(S(=O)(=O)NCC(=O)NCc2ccccc2Cl)c(C)n(C)c1C	-5.5%&-3.4%	0.1%	1.8&-19.9	-7.1%	4.6%&-11.8%	-7.0%&0.0%	9.1%	-2.0
Cc1ccc(/C=N/n2c(COc3ccccc3)n[nH]c2=S)o1	17.1%	10.3%[57.1 µM]	-2.1	-12.2%	19.9%	20.3%	13.8%	-1.9
CCC(=O)c1cn(CC(=O)Nc2ccc(C)cc2C)c2ccccc12	33.4%	17.1%	5.1	6.9%	-2.4%	5.3%	-1.8%	13.4
Cc1ccccc1Nc1nc2ccccc2s1	nt	-6.7%	18.2	-1.5%	17.5%	20µM*	6.9%	9.9
CC(C)CC(=O)Nc1nnc2n1CCS2	0.5%	nt	-5.9	-6.9%	-7.9%	29.1%	nt	nt
Cc1onc(-c2ccccc2)c1C(=O)c1c[nH]c(C(=O)NCCCN2CCOCC2)c1	20.6%	7.2%	-10.3	0.4%	-33.4%	-20.2%	13.0%	-0.4
O=C(Cn1cnc2c(nnn2-c2cccc(Cl)c2)c1=O)N1CCOCC1	-14.7%	-3.5%	4.5	-3.4%	-3.6%	9.1%	14.4%	22.4
O=C(NCCCN1CCCC1)C1CCC(=O)N1C1CCCCC1 (stereo unspecified)	-21.8%	-9.6%	1.4	0.9%	-7.3%	-10.7%	3.5%	-11.6
O=C(CSCc1c(Cl)cccc1Cl)Nc1ccc2c(c1)OCO2	-4.3%	-7.4%	0.4	6.6%	-9.3%	?	18.5%	5.3
Cc1ccc(N2CCN(S(=O)(=O)c3ccc4oc(=O)c5ncn(C)c5c4c3)CC2)c(C)c1	16.4%	nt	5.7	nt	-26.9%	-16.6%	nt	nt
CCOc1ccc(CC2c3cc(OCC)c(OCC)cc3CCN2C(=O)c2cc(OC)c(OC)c(OC)c2)cc1OCC (stereo unspecified)	35.7%	1.5%	0.6	2.9%	5.1%	16.8%	-21.1%	-7.1
Cc1cc(C)cc(NC(=O)C(=O)NCC2CCCN2S(=O)(=O)c2cccs2)c1 (stereo unspecified)	21.8%	-5.1%	5.6	-6.7%	12.6%	19.5%	-1.3%	-5.3

Two entries picked at random from the list so far:
SMILES	FUS suppressor	EPAC2 antagonist	D3 ag	aSyn yeast inh	Abeta yeast res	TDP43 rescue	EPAC2 ag	DRD3 antagonist
CCOc1cc(N2CCOCC2)c(OCC)cc1NC(=O)COC(=O)c1cc(C)cc(C)c1	8.4%	-4.5%	-0.4	14.5%	-0.2%	9.7%	3.1%	-1.2
Cn1c(SCC(=O)N2CCCCCC2)nc2c(c1=O)SCC2	31.2%	-0.7%	-0.9	-4.2%	-4.2%	-10.6%	0.9%	0.9

Next section:
SMILES	FUS suppressor	EPAC2 antagonist	D3 ag	aSyn yeast inh	Abeta yeast res	TDP43 rescue	EPAC2 ag	DRD3 antagonist
O=C(c1ccc(Cl)cc1)C1CCCN(Cc2cccn2-c2ccccn2)C1 (stereo unspecified)	5.5%	1.5%	-16.6	9.9%	4.8%	5.0%	-1.3%	0.3
CSCCC(c1nnnn1C(C)(C)C)N1CCN(C/C=C/c2ccccc2)CC1 (stereo unspecified)	-10.4%	3.1%	-10.7	-4.4%	-5.7%	16.7%	3.7%	-82.1*
CCN(CC)C(=O)Cn1cc(C(=O)C(=O)NCc2cccnc2)c2ccccc21	-6.8%	0.3%	5.2	-9.7%	11.3%	-16.8%	6.5%	0.0
COc1ccccc1Cn1nnc2c(=O)[nH]c(C3CCN(C(=O)c4ccc(F)cc4)CC3)nc21	28.5%	10.7%	3.6	0.9%	17.9%	14.6%	7.0%	20.3
CCOc1ccc(N2C(=O)C3C(c4ccccc4)=NN(c4ccccc4)C3C2=O)cc1 (stereo unspecified)	nt	-14.0%	-8.1	1.6%	-1.5%	-15.5%	12.1%	-22.8
O=C(NCCc1csc(-c2ccc(F)cc2)n1)c1ccc(Br)o1	20.3%	nt	-6.9	nt	-17.6%	?	nt	nt
COc1cc(NC(=O)NCCN2CCN(c3ccccc3)CC2)cc(OC)c1OC	15.6%&-4.6%	7.7%	-24.7&4.6	2.4%	-14.5%&2.8%	-21.0%&7.5%	11.1%	-11.9
COc1cc(-c2noc(C3CCCN(S(=O)(=O)c4cccc(Cl)c4)C3)n2)cc(OC)c1OC (stereo unspecified)	39.4%	-5.5%	11.6	3.0%	17.4%	-8.0%	13.1%	6.3
COc1ccc(NC(=O)c2cc(S(=O)(=O)Nc3ccc(OC)cc3)cs2)cc1	-15.1%	-3.3%	-8.5	-4.1%	10.4%	-2.9%	5.5%	-11.5
CCCCCCN(C(=O)CCCN1C(=O)NC(c2ccc(-c3ccccc3)cc2)C(C(=O)OCc2ccccc2)=C1C)C(C)C(=O)NCCCC (stereo unspecified)	1.5%	2.0%	-34.1	9.6%	4.7%	15.9%	7.1%	-0.8
CCOC(=O)CN(C(=O)COc1nc(C)cc(C)c1C#N)c1ccc(Cl)cc1	34.0%	-10.7%	-0.3	10.8%	0.9%	24.3%	7.3%	-7.9
Cc1ccc(C2=NC3(CCCCC3)N=C2SCC(=O)Nc2ccc3c(c2)OCCO3)cc1	-3.6%	-21.7%	-5.0	-4.0%	0.0%	21.3%	14.7%	0.0
CN(CC(=O)Nc1cccc(F)c1)C(=O)CCNC(=O)c1ccc(Br)cc1	4.4%	-10.7%	-1.4	3.4%	7.9%	-4.8%	-6.2%	-3.5
S=c1nc(NCc2cccc(Cl)c2)c2ccccc2[nH]1	-8.2%	26.1%	1.6	0.0%	?	17.1%	5.5%	-14.4
O=c1cc(-c2ccco2)nc(-c2cccs2)o1	-22.3%	4.7%	-0.8	23.2%	6.4%	-3.9%	-0.6%[15.6 µM]	31.0
CC1CN(C(=O)c2cc3cc(Br)ccc3[nH]2)CC(C)O1 (stereo unspecified)	23.5%	-3.4%	-2.1	0.5%	-9.4%	10.2%	5.8%	9.8
COc1ccc(CCn2cc(C#N)c(=O)[nH]c2=O)cc1OC	3.2%	11.7%	5.5	0.7%	-27.9%	-11.3%	0.6%	-1.2
COCCNC(=O)/C(C#N)=C/c1c(N2CCN(C)CC2)nc2ccccn2c1=O	-28.0%	11.2%	0.3	1.7%	3.2%	0.0%	-1.3%	6.7
Cc1ccc(N2CCN(S(=O)(=O)c3nnc(NC(=O)c4ccc(C(C)C)cc4)s3)CC2)cc1	-16.1%	nt	2.0	nt	4.3%	16.2%	nt	nt
CCN(CC)C(=O)Cn1cc(C(=O)C(=O)NCC2COc3ccccc3O2)c2ccccc21 (stereo unspecified)	26.7%	1.0%	4.6	-0.1%	5.7%	8.2%	11.1%	10.0

Record cards (already shown). Values in the order: FUS suppressor	EPAC2 antagonist	D3 ag	aSyn yeast inh	Abeta yeast res	TDP43 rescue	EPAC2 ag	DRD3 antagonist
`Cc1ccc(C2=NC3(CCCCC3)N=C2SCC(=O)Nc2ccc3c(c2)OCCO3)cc1` is listed as -3.6%	-21.7%	-5.0	-4.0%	0.0%	21.3%	14.7%	0.0
`CC1CN(C(=O)c2cc3cc(Br)ccc3[nH]2)CC(C)O1` (stereo unspecified) is listed as 23.5%	-3.4%	-2.1	0.5%	-9.4%	10.2%	5.8%	9.8

The listing continues.
SMILES	FUS suppressor	EPAC2 antagonist	D3 ag	aSyn yeast inh	Abeta yeast res	TDP43 rescue	EPAC2 ag	DRD3 antagonist
COc1ccc(N2C(=O)CSC23CCC(C(C)(C)C)CC3)cc1 (stereo unspecified)	10.6%	-13.1%	-10.5	2.1%	20.7%	-14.5%	-7.8%	-8.0
Oc1ccc2ccccc2c1N=Nc1ccccc1F	-3.0%	-6.7%	5.9	?	16.2%	7.8%	5.0%	1.5
Cc1cccc(NC(=O)C2CCN(C(=O)NC3CCCCC3)CC2)c1	11.5%	-0.9%	-19.4	5.5%	-6.3%	3.0%	12.7%	12.0
Cn1c(CO)cnc1SCC(=O)c1ccc(Br)cc1	36.9%	-3.0%	6.2	1.4%	2.1%	4.0%[9.22 µM]	-1.6%	4.2
OC(CC1CC12c1ccccc1-c1ncccc12)(c1ccccc1)c1ccccc1 (stereo unspecified)	?	-3.2%	-12.6	27.1%	-15.6%	-26.0%	9.8%	-29.1
O=C(CSc1nccn1Cc1ccc(Cl)cc1)NC1CCCC1	1.5%	nt	-8.3	nt	-7.2%	16.0%	nt	nt
Cc1cc(C)nc(SCc2cccc(C(=O)O)c2)n1	23.2%	2.9%	0.4	-0.8%	27.8%	13.4%	5.1%	17.6
COc1cccc2cc(C(=O)Nc3ccccc3C)/c(=N/NS(=O)(=O)c3ccccc3)oc12	5.8%	3.4%	-6.4	-5.6%	12.1%	10.9%	-0.2%	-3.6
COc1ccc(NC(=O)CNC(=O)c2nn(-c3ccc(OC)c(OC)c3)c(=O)c3ccccc23)c(OC)c1	17.7%	0.8%	8.9	-4.7%	13.3%	-7.9%	1.4%	39.1
